# Screening data as filed in PubChem.
# USP1-UAF1 inh: blocks the human USP1/UAF1 deubiquitinase complex. O94782. recombinant USP1/UAF1, Ub-Rhodamine cleavage fluorescence. Potency, µM (doses to about 57.1 µM), for the others: at the top dose activity change, negative = inhibition, actives largely listed as inhibitors. 0.23% of 390,000 active; further: potency means the concentration at half of the fitted maximal effect; on the % scale 0 is the no-effect control and ±100 the full control effect; nearly all actives have a fitted effect of over 60% in size; inactives centre near -12
#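 USP1/UAF1 complex (1 nM) preincubated 15 min at room temperature with compound, then Ub-Rho substrate (150 nM final) added. Kinetic fluorescence at 480/540 nm over 6 reads at 60 s intervals; 50 mM HEPES pH 7.8, 0.5 mM EDTA, 0.1 mg/ml BSA, 1 mM TCEP, 0.01% Tween-20.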
# Vif-APOBEC3F blk: blocks the Vif interaction with APOBEC3F; HeLa A3F-eYFP + Vif (tagged APOBEC3F with the HIV-1 protein that degrades it), YFP fluorescence increase; 0.2% of 390,000 active; Potency, µM (top dose mostly 46.1 µM), without a hit: at the highest dose activity, negative = active; further: potency means the concentration at half of the fitted maximal effect; % of control where 0% means no effect; nearly all actives have a fitted effect of over 65% in size
#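 HeLa cells stably expressing Vif plus C-terminally eYFP-tagged A3F were seeded, incubated overnight at 37 deg C, dosed with compound, incubated overnight again at 37 deg C. Yellow fluorescence (Ex 488/Em 500-530) reported blocked Vif-mediated A3F-eYFP degradation.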
# TrxR1 inh: rat TrxR1 inhibition | O89049 | recombinant rTrxR1, NADPH fluorescence consumption, selenite substrate | Potency, µM (doses to about 114 µM), inactives show at the highest dose activity change, negative = inhibition, usual class: inhibitors | 1% of 390,000 active | AID 588453; further: potency means the concentration at half of the fitted maximal effect; on the % scale 0 is the no-effect control and ±100 the full control effect; nearly all actives have a fitted effect of over 65% in size
#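 Rat TrxR1 (90 nM in the dispensed reagent) was pre-reduced with 400 uM NADPH for 5 min at room temperature, then incubated with compound for 15 min. After 400 uM selenite was added, NADPH fluorescence (Ex 340/Em 450 nm) was followed for 8 min.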
# GRP78 ERSR act: induces the endoplasmic reticulum stress response in human glioma cells; U87-MG GRP78 promoter luciferase reporter, 16 h; Potency, µM, without a hit: at the top dose activation, hits mostly activators; 0.02% of 420,000 active; further: potency means the concentration at half of the fitted maximal effect; series mostly up to about 76 µM; % of control where 0% means no effect; nearly all actives have a fitted effect of over 35% in size
#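 ERSR induction read as luciferase luminescence (Bright-Glo, 10 min at room temperature) in stably transfected human U87-MG glioma cells exposed to compounds for 16 h, using GRP78 as sensor.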
# IDH1 R132H inh: blocks human mutant IDH1 R132H enzyme; AID 602179; Potency, µM (series often up to 76.6 µM), inactives show at the top dose activity change, negative = inhibition, hits mostly inhibitors; O75874; IDH1-R132H enzyme, NADPH consumption, diaphorase/resazurin fluorescence; 0.093% of 390,000 active; further: potency means the concentration at half of the fitted maximal effect; on the % scale 0 is the no-effect control and ±100 the full control effect; nearly all actives have a fitted effect of over 65% in size
# Target sequence (O75874 whole entry R132H, stated change not applied): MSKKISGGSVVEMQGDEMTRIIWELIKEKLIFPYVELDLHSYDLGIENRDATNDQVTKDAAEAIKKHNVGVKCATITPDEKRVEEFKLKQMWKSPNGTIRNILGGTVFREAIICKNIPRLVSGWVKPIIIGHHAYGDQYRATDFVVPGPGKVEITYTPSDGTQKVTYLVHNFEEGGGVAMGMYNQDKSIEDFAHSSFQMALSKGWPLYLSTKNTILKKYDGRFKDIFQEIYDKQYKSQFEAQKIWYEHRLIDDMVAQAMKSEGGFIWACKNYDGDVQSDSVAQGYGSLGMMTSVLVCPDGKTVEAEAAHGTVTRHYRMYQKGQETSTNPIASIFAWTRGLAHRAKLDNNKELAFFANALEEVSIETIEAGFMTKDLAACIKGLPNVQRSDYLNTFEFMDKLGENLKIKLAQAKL
#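 IDH1-R132H (0.5 ug/mL dispensed) in pH 7.5 Tris buffer was preincubated 30 min with compound, then given a substrate mix of 0.016 mM NADPH and 2 mM alpha-KG for 80 min at room temperature; remaining NADPH was read by diaphorase/resazurin fluorescence.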
# LDHA inh: inhibitors of human lactate dehydrogenase A | P00338 | purified LDHA, NADH/diaphorase-resazurin fluorescence; active compounds read low | activity change, % (values are at about 110 or 230 µM) | 0.15% of 480,000 active; in the data active means activity change below about -30%; inconclusive means mostly about -25% to -30%;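 further: plate controls were DMSO wells for no effect and wells without enzyme for full effect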
#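 Human LDH5 (2 nM) was incubated with 0.06 mM NADH and 0.2 mM pyruvate for 5 min at room temperature in Tris pH 7.4. Remaining NADH was coupled through diaphorase/resazurin, and resorufin fluorescence was read at 0 and 20 min.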
# TrxR1 substrate: rat thioredoxin reductase 1 substrate activity; O89049; purified TrxR1 substrate turnover, NADPH consumption readout; Potency, µM (top dose mostly 114 µM), without a hit: at the highest dose activity change, negative = substrate turnover; 0.01% of 390,000 active; AID 588456; further: potency means the concentration at half of the fitted maximal effect; on the % scale 0 is the no-effect control and ±100 the full control effect; nearly all actives have a fitted effect of over 50% in size
#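 Rat TrxR1, dispensed at 90 nM, was prereduced with 400 uM NADPH (final) for 5 min at ~22 deg C, then incubated with compound 15 min before 400 uM selenite. A first-read NADPH fluorescence drop versus no-compound background flagged substrates.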
# RGS4 inh: blocks human RGS4-accelerated GTP hydrolysis; Transcreener GDP fluorescence polarization, RGS4-accelerated GTP hydrolysis; Potency, µM (doses to about 114 µM), without a hit: top-dose activity change, negative = inhibition, most hits filed as inhibitors; P49798; 0.039% of 390,000 active; further: potency means the concentration at half of the fitted maximal effect; on the % scale 0 is the no-effect control and ±100 the full control effect; nearly all actives have a fitted effect of over 75% in size; some results filed as inactive show a strong effect at the top dose
# Target sequence (P49798 whole entry, looked up): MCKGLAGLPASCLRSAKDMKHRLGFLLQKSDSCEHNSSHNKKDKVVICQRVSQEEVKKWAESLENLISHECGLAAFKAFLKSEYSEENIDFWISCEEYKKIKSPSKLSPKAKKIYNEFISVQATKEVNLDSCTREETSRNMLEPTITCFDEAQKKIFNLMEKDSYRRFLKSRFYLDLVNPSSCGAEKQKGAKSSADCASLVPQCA
#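 MLSMR compounds (23 nl, pin-transferred) preincubated 10 min at room temperature with a 500nM (2x) first reagent, then RGS4 at 900nM (2x) plus Transcreener GDP mix added; fluorescence polarization (620/688 nm) read before and after 90 min at 30 °C.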
# Vif-A3G inh: Vif-A3G binding inhibition; Q9HC16; HeLa A3G-eYFP + Vif (tagged APOBEC3G with the HIV-1 protein that degrades it), YFP fluorescence, overnight; Potency, µM (doses to about 46.1 µM), inactives show at the top dose activity, negative = active, usual class: inhibitors; 0.076% of 410,000 active; AID 602310;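 further: potency means the concentration at half of the fitted maximal effect; on the % scale 0 is the no-effect control and ±100 the full control effect; nearly all actives have a fitted effect of over 60% in size; hits raise eYFP signal because A3G escapes Vif-driven loss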
# Target sequence (Q9HC16 whole entry, looked up): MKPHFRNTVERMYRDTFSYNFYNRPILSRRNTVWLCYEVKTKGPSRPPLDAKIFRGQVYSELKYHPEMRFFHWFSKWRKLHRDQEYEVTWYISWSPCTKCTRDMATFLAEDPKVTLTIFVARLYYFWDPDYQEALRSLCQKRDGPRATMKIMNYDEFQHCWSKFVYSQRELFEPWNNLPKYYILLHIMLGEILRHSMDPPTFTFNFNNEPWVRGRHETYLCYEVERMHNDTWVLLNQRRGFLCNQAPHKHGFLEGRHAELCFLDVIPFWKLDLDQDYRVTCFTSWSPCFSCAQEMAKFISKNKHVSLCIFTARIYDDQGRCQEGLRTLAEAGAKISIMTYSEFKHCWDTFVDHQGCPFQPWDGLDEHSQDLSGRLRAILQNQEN
#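 Read-out is eYFP fluorescence (Ex 488/Em 500-530) from Vif-expressing HeLa A3G-eYFP cells; more signal means A3G escaped Vif-mediated degradation. Cells plated overnight, compound pinned in, incubated overnight at 37 deg C.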
# Active calls of the source: *; ? = inconclusive; / = not tested or not shown; & = joins results of further samples; [ ] = remark or other dose. Unless noted, the call rests on the fitted dose curve; in most records, active means well fitted curve in the direction sought with a large enough effect; inconclusive means small, poorly fitted or top-dose-only effect, or another doubt; inactive means no such curve, though single readings can be large; an effect the other way counts as inactive or inconclusive. An excerpt, so the mix of outcomes need not match the whole.
SMILES,USP1-UAF1 inh,Vif-APOBEC3F blk,TrxR1 inh,GRP78 ERSR act,IDH1 R132H inh,LDHA inh,TrxR1 substrate,RGS4 inh,Vif-A3G inh
O=C(Nc1ccc(Oc2ccccc2)cc1)C1CCN(S(=O)(=O)c2ccc(Cl)cc2)CC1,-18%,-1%,15%,-3%,-14%,-3,4%,-14%,1%
FC(F)(F)C1CCCN(c2nsc3ccccc23)C1 (stereo unspecified),-21%,-18%,45%[activator],-6%,4%,-6,-8%,-129%,-3%
O=C(NCc1ccc2c(c1)OCO2)c1cnc2n(c1=O)CCS2,-12%,-5%,24%,-6%,15%,-3,-3%,4%,3%
Cc1cc(C(=O)COc2cccnc2[N+](=O)[O-])c(C)n1-c1ccccc1F,-26%,-3%,18%,-7%,6%,0,6%,-12%,0%
Cc1nn2c(=O)cc(COC(=O)c3ccc(NC(=O)c4cccs4)cc3)nc2s1,-18%,3%,-2%[57.1 µM],-2%,-2%,-14,-5%[57.1 µM],3%,-2%
COC(=O)C[C@H]1C[C@@H]2c3cc(N(C)C)ccc3O[C@@H]2[C@H](CO)O1,-24%,-4%,/,-4%,24%,3,/,/,-5%
CN(CC1COc2ccccc2O1)C(=O)CSc1ncccn1 (stereo unspecified),4%,-3%,7%,5%,15%,-12,-5%,-12%,3%
COc1cc(SC)ccc1C(=O)NCCc1c[nH]c2ccccc12,-21%,11%,6%[57.1 µM],?,5%,-3,2%[57.1 µM],-2%,-4%
COc1ccc2[nH]cc(CCNC(=O)C3CCCNC3=O)c2c1 (stereo unspecified),-15%,-9%,-25%,-4%,0%,4,-12%,32%,0%
CC(C)(C)NC[C@@H](O)COc1cccc2c1CCCC2=O,10%,4%,-10%,-5%,-13%,-17,-8%,3%,-5%
Cc1onc(-c2ccccc2)c1C(=O)Nc1cccc(S(=O)(=O)N2CCCCC2)c1,-2%,0%,7%[57.1 µM],-4%,0%,-6,-4%,-6%,2%
CCOC(=O)C1C2C=CC(CC2)N1c1ccccc1 (stereo unspecified),-24%,0%,13%[57.1 µM],-4%,-5%,3,2%[57.1 µM],14%,5%
CC1CC(C)CN(C(=O)COC(=O)c2c[nH]c3ccccc23)C1 (stereo unspecified),-7%,1%,-5%,-1%,-4%,-8,-5%,-33%,-5%
CC(C)(C)c1ccc(S(=O)(=O)NCc2ccc3c(c2)CCN3C(=O)c2ccccc2)cc1,6%,0%,4%[57.1 µM],-4%,3%,-6,-7%[57.1 µM],16%,10%
N#C/C(=C/C1=C(N2CCOCC2)C(=C/c2ccccc2)/CC1)C(=O)Nc1ccccc1F,-8%,-46%,-11%[2.29 µM],0%,-12%,-4,-5%[2.29 µM],-31%,-5%
CCCn1c(CC)nc([N+](=O)[O-])c1S(=O)(=O)c1ccccc1,-17%,-4%,0.32µM*,-14%,1%,6,18%,7%,?
COc1ccc2oc(C(=O)Nc3nc(C)cs3)c(C)c2c1,-13%,1%,26%,-1%,2%,-1,30%[activator],-19%,-11%
CCOc1ccc(Nc2ccc(C(=O)O)cc2[N+](=O)[O-])cc1,-4%,5%,-20%,2%,-2%,0,-8%,37%,2%
CCc1ccc(/C=C/C(=O)c2c(C)cc(C)[nH]c2=O)cc1,?,0%,-6%[57.1 µM],-15%,3%,0,-12%,-27%,-14%
CCOC(=O)c1[nH]c(C)c(CCC(=O)Nc2ccc(C)cc2Cl)c1C,-14%,-16%,6%[57.1 µM],-4%,10%,-1,-2%[57.1 µM],-9%,0%
Cc1cc(/C=C(\C#N)C(=O)N2CCOCC2)c(C)n1C1CCCC1,-8%,3%,0%,-13%,4%,-6,-7%,6%,-1%
CCOC(=O)C1CCCN(CC(=O)Nc2cc(C)cc(C)c2)C1 (stereo unspecified),-5%,-18%,0%[57.1 µM],-5%,2%,-10,5%[57.1 µM],-12%,1%
O=C(c1cn(-c2ccccc2)nc1-c1cccs1)N1CCN(c2ccccc2)CC1,-7%,1%,19%,-1%,2%,-3,5%,-7%,-27%
Cc1ccc(S(=O)(=O)C(C#N)c2nc3ccccc3nc2N2CCCC2)cc1 (stereo unspecified),-19%,22µM*,-25%,-4%,-4%,4,22%,-9%,?
C/C(=N\NC(=O)Cc1ccc(Cl)cc1)c1cccc(NC(=O)c2cccnc2)c1,-19%,2%,15%,-4%,-1%,-3,-1%,6%,-7%

# More results follow.
SMILES,USP1-UAF1 inh,Vif-APOBEC3F blk,TrxR1 inh,GRP78 ERSR act,IDH1 R132H inh,LDHA inh,TrxR1 substrate,RGS4 inh,Vif-A3G inh
Cc1ccccc1NC(=O)Cc1nc(COC(=O)CNC(=O)c2ccc(Cl)cc2Cl)cs1,-16%,-13%,/,-5%,5%,-7,/,/,2%
Nc1c(NCc2ccccc2F)c(=O)[nH]c(=O)n1Cc1ccccc1,-32%,0%,7%[57.1 µM],-4%,1%,-4,7%[57.1 µM],-23%,0%
O=C(CCC(=O)N/N=C/c1c[nH]c2ccccc12)NCc1ccccc1,-2%,-1%,12%[57.1 µM],-4%,4%,-1,9%[57.1 µM],23%,-6%
CCOC(=O)c1ccc(NC(=O)C(=O)NCc2ccco2)cc1,-8%&-4%,1%&0%,8%&17%,0%&0%,?,-12&-5,6%&13%,8%&-10%,-1%&-3%
c1ccc2c(Nc3ccc4c(c3)OCCO4)c3c(nc2c1)CCC3,-8%,2%,8%,-5%,2%,-5,-6%,6%,-19%
O=C(c1cc(-c2cccc(Cl)c2)on1)N1CCc2ccccc2C1,-5%,2%,-2%,-2%,6%,-2,-8%,-32%,-1%
Cc1cccc(OCC(=O)N(Cc2ccc(F)cc2)C2CCS(=O)(=O)C2)c1C (stereo unspecified),-9%,0%,-5%,1%,-12%,-10,-10%,10%[56.9 µM],-8%
O=C1CS(=O)(=O)C2(C(=O)N(Cc3ccccc3)c3ccccc32)N1c1ccccc1 (stereo unspecified),-32%,-6%,11%,-2%,9%,-4,-4%,-1%,-1%
Cc1ccc(CS(=O)(=O)CCC(=O)N2CCOCC2)cc1,-2%,-7%,-12%,4%,2%,-4,-2%,-9%,-2%
C[C@H]1CN([C@@H](C)CO)C(=O)c2cc(NC(=O)NC3CCCCC3)ccc2O[C@H]1CN(C)C(=O)Nc1ccc(C(F)(F)F)cc1,-20%,0%,-12%,-4%,12%,4,12%,-5%,-2%
COc1ccc(C(CNc2ncnc3sccc23)N(C)C)cc1OC (stereo unspecified),-27%,-6%,7%,-1%,-9%,-4,4%,-13%,-2%
COCCN(CCOC)Cc1c(C)[nH]c2c(C)c(C)ccc2c1=O,-2%,0%,9%,1%,3%,5,3%,-20%,0%
O=C(O)c1cc2nc(C3CC3)cc(C(F)(F)F)n2n1,-26%,3%,1%,-4%,14%,-1,2%,0%,-5%
Cc1cc2nc3c(nc2cc1C)C1(C(=O)O)CCC3(C)C1(C)C (stereo unspecified),-19%,-19%,7%,1%,2%,-1,11%[57.1 µM],-1%,-4%
CN1/C(=C\C(=O)c2cncc(Br)c2)C(C)(C)c2ccccc21,-14%,2%,?,-2%,16%,-8,-20%,-5%,-7%
C=CCn1c(SCC(=O)c2c(N)n(C)c(=O)n(C)c2=O)nnc1-c1ccccc1F,-10%,-7%,25%,-2%,-1%,-11,-2%,11%[56.9 µM],3%
Cc1cccc(Cn2c(=O)n(CC3CCC(C(=O)N4CCC(C)CC4)CC3)c(=O)c3sccc32)c1 (stereo unspecified),-13%,3%,18%[57.1 µM],-2%,-10%,-6,1%[57.1 µM],-24%,-2%
COc1ccc(-c2nnc(SCC(=O)Nc3ncc(C)s3)n2-c2ccccc2)cc1OC,-15%,2%,-1%[57.1 µM],1%,-1%,-5,0%[57.1 µM],1%,?
Cc1cc(C)cc(N(CC(=O)Nc2ccccc2C(=O)N2CCOCC2)S(C)(=O)=O)c1,-2%,7%,-12%,0%,8%,2,-5%,-18%,-2%
O=C(NC(=S)N1CCCCC1)C12CC3CC(CC(C3)C1)C2,-4%,3%,1%[57.1 µM],-1%,2%,-9,0%[57.1 µM],-15%,1%
CCOC(=O)C1=C(C)N(CCO)C(=O)NC1c1cccc(O)c1 (stereo unspecified),-14%,5%,2%[57.1 µM],-5%,8%,1,-8%[57.1 µM],-10%,-4%
Cn1c2ccccc2c(=O)c2cc(C#CC3(O)CCCCC3)ccc21,?,-6%,115%[activator],-10%,26%,0,54%[activator],-28%,3%

# Some entries already given with just Vif-A3G inh and GRP78 ERSR act:
canonical_smiles	Vif-A3G inh	GRP78 ERSR act
O=C1CS(=O)(=O)C2(C(=O)N(Cc3ccccc3)c3ccccc32)N1c1ccccc1 (stereo unspecified)	-1%	-2%
Cc1ccc(CS(=O)(=O)CCC(=O)N2CCOCC2)cc1	-2%	4%
C[C@H]1CN([C@@H](C)CO)C(=O)c2cc(NC(=O)NC3CCCCC3)ccc2O[C@H]1CN(C)C(=O)Nc1ccc(C(F)(F)F)cc1	-2%	-4%
COc1ccc(C(CNc2ncnc3sccc23)N(C)C)cc1OC (stereo unspecified)	-2%	-1%
